From PubChem
CXXC DNA block = blocks binding of human MLL CXXC domain to DNA. Q03164. MLL-CXXC / FITC-HOXA9 DNA fluorescence polarization. Potency, µM (series often up to 115 µM), for inactives: top-dose activity change, negative = inhibition, usual class: inhibitors. 290,000 tested, 0.037% active. AID 2662; active means well fitted inhibition curve with a large enough effect in the polarisation, with a control signal flat, not every such curve was filed as active; inconclusive means small, poorly fitted or top-dose-only effect, or effect the other way, or a change in a side signal; inactive means no such curve, though single readings can be large or run the other way; the % refers to the polarisation; further: potency means the concentration at half of the fitted maximal effect
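Purified MLL-CXXC (added from a 7 uM solution) was preincubated 5 min at ambient with pinned compounds in 50 mM Tris-HCl pH 7.5, 50 mM NaCl, 1 mM DTT, 0.05% BSA. Fluorescein-labeled HOX-A9 DNA (50 nM solution) followed, 30 min, then polarization read.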
p53 reactivation = restores transcriptional activity of mutant p53. H1299 p53-A138V BP100-luciferase reporter, luminescence, 24 h. 320,000 tested, 0.063% active. AID 504706. Potency, µM (doses to about 92.2 µM), for the others: top-dose activity change, positive = activation, most hits filed as activators; further: potency means the concentration at half of the fitted maximal effect; % of control where 0% means no effect; nearly all actives have a fitted effect of over 45% in size
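H1299 (p53-null), stable ts p53-A138V + BP100-Luc; 1000 cells/well, Opti-MEM/10% FBS; cpd 4 pt, 1:5; 24 h, 37 deg C, 5% CO2; detection reagent 10 min RT; luminescence.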
AT treatment = candidate therapy for ataxia-telangiectasia; […] A-T fibroblasts, KAP-1 phosphorylation AlphaLISA; neocarzinostatin DNA damage 30 min before lysis; Potency, µM (series often up to 57.5 µM), without a hit: at the highest dose activation, usual class: activators; 320,000 tested, 0.19% active; further: potency means the concentration at half of the fitted maximal effect; % of control where 0% means no effect; nearly all actives have a fitted effect of over 45% in size
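hTERT-immortalized A-T patient fibroblasts ([…]), 500 cells/well in OPTI-MEM, 1% FBS, got compounds for 60 min, then NCS for 30 min at 37C. Lysates were then assayed for phospho-KAP-1 by AlphaLISA (anti-pKAP1 donor, anti-KAP1 acceptor beads), 6 hr at 25C.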
Integrin act MD = activators of alpha7 integrin expression for muscular dystrophy | alpha7betagal myoblasts, beta-gal FDG fluorescence, 48 h | Potency, µM (titrated, usually from 38.3 µM), inactives show at the highest dose activation, hits mostly activators | 350,000 tested, 0.064% active | AID 624291;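 further: potency means the concentration at half of the fitted maximal effect; 100% = response of the positive control SU9516; nearly all actives have a fitted effect of over 60% in size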
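Alpha7betagal+/- myoblasts (passage 13) were plated 16-24 hr, then exposed to compounds (1:260 dilution of DMSO stock) for 48 hours at 37C. After MPER lysis, β-galactosidase reporter activity was read as FDG fluorescence (ex 480/em 540) after 30 minutes.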
PTAP TSG101 blk = blocks PTAP/TSG101 interaction to inhibit HIV-1 budding; Q99816; Fluorescence polarization, FITC-PTAP peptide / Tsg101 binding; Potency, µM (top dose mostly 115 µM), without a hit: at the top dose activity change, negative = inhibition, usual class: inhibitors; 340,000 tested, under 10 active; active means well fitted inhibition curve with a large enough effect in the main read-out, with a control signal flat, not every such curve was filed as active; inconclusive means small, poorly fitted or top-dose-only effect, or effect the other way, or a change in a side signal; inactive means no such curve, though single readings can be large or run the other way; further: potency means the concentration at half of the fitted maximal effect; % of control where 0% means no effect
Target sequence (Q99816 whole entry, looked up): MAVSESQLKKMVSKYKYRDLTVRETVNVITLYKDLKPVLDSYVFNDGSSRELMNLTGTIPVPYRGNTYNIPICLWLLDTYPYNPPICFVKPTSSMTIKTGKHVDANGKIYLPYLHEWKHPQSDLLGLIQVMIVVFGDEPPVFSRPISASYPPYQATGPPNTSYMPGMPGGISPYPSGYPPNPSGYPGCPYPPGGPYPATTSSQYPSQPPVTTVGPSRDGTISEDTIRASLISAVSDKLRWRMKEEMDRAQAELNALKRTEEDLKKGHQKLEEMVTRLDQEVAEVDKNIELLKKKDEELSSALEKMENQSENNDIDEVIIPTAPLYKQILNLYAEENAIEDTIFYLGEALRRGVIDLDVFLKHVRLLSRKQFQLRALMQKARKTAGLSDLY
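Compounds were pin-transferred onto Tsg101 binding domain (10 uM final) in HEPES pH 7.5 buffer, then FITC-PTAP peptide was added at 50 nM final. After 20 min at RT, polarization reported peptide displacement across a qHTS concentration series.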
ELG1 DNA repair = blocks ELG1-dependent DNA repair in HEK293T cells | 330,000 tested, 2.3% active | Potency, µM (series often up to 46.1 µM), inactives show at the highest dose activity change, negative = inhibition, actives largely listed as inhibitors | HEK293T ELG1-luciferase reporter, luminescence, 16 h; DNA damage induced by 5-fluorouridine; further: potency means the concentration at half of the fitted maximal effect; on the % scale 0 is the no-effect control and ±100 the full control effect; nearly all actives have a fitted effect of over 55% in size
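Quantitative HTS, concentration-response format. 2,000 cells/well co-treated with 5-fluorouridine and compound, 16 hr in 5% CO2 at 37 °C; ONE-Glo luminescence read after 30 min.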
B2AR arrestin = agonists driving beta-arrestin recruitment to human beta2-adrenergic receptor; beta-arrestin recruitment to beta2AR, cell-based reporter; 330,000 tested, 0.02% active; P07550; Potency, µM (doses to about 46.1 µM), for the others: at the top dose activation, most hits filed as activators;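 further: potency means the concentration at half of the fitted maximal effect; 0% = DMSO controls and full agonism = EC100 isoproterenol or metaproterenol; nearly all actives have a fitted effect of over 65% in size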
Target sequence (P07550 whole entry, looked up): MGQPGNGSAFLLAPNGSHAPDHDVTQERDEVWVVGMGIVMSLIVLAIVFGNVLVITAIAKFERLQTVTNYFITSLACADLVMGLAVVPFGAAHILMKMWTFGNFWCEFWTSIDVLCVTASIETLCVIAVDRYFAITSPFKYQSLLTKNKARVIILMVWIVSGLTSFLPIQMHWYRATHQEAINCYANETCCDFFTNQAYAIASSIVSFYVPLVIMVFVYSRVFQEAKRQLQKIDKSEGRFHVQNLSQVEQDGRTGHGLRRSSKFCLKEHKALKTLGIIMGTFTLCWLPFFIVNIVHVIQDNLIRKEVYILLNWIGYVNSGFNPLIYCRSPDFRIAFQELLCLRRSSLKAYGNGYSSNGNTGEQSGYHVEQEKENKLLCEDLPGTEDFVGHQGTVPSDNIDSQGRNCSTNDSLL
TCR act = activates T cell receptor signaling | primary human leukocytes, anti-CD3, IL-2 HTRF, 48 h | Potency, µM (titrated, usually from 9.22 µM), inactives show at the top dose activation of IL-2 secretion, actives largely listed as activators | 330,000 tested, under 10 active | AID 504894; further: % of control where 0% means no effect
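Compounds are tested in HTS on primary human leukocytes co-incubated with a-CD3 beads for 48 hr. IL-2 output is measured by time-resolved FRET.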
BRCA1 expr up = activators of BRCA1 expression. MCF7-BRCA1-FFLuc reporter, luminescence, 48 h; response scale: scaled: vehicle 0%, 10 µM genistein 100%. Potency, µM (series often up to 46.1 µM), inactives show at the highest dose activation, most hits filed as activators. 380,000 tested, 1.1% active; further: potency means the concentration at half of the fitted maximal effect; nearly all actives have a fitted effect of over 80% in size; some results filed as inactive show a strong effect at the top dose
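Luminescence from a BRCA1-driven firefly luciferase in MCF7 cells was read after 48 h compound exposure at 37 C. Data normalized against DMSO and a 10microM genistein activation control, then curve-fitted across the titration.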
TRPV1 agonist = agonists of human vanilloid receptor 1 (TRPV1). Q8NER1. TRPV1-expressing cells, Fluo-8 calcium influx, agonist mode. activation, % at 8.33 µM. 320,000 tested, 0.19% active. AID 540275; in the data active means activation above about 80%; inconclusive means between about 30% and that limit; further: 0% is about no effect
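TRPV1-expressing cells were cultured overnight at 35.5C and loaded with Fluo-8 calcium dye for 40 to 90 min at room temperature. After a 10 s baseline, compound was added and calcium influx was read kinetically for 3 min (ex 480/em 520 nm).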
Active calls of the source: *; ? = inconclusive; / = no result given; & = joins results of further samples; [ ] = dose if it differs, or a comment. Unless noted, the call rests on the fitted dose curve; in most records, active means well fitted curve in the direction sought with a large enough effect; inconclusive means small, poorly fitted or top-dose-only effect, or another doubt; inactive means no such curve, though single readings can be large; an effect the other way counts as inactive or inconclusive.

SMILES	CXXC DNA block	p53 reactivation	AT treatment	Integrin act MD	PTAP TSG101 blk	ELG1 DNA repair	B2AR arrestin	TCR act	BRCA1 expr up	TRPV1 agonist
O=C(O)C1OC2OC3(CCCCC3)OC2C2OC3(CCCCC3)OC12 (stereo not given)	-2%	1%	7%	25%	-1%	-3%	4.3%	1%[46.1 µM]	2%	-1
COc1cc2cnc(-c3ccccc3)c(C(=O)c3ccc(OCc4ccccc4)cc3)c2cc1OC	/	27%	-2%	-7%	-7%	2.6µM*	-0.3%	-4%[46.1 µM]	6%	/
Cc1cc(C)n2nc(C(=O)NCC(=O)Nc3ccc(F)c(F)c3)nc2n1	/	-8%	1%	16%	-4%	11%	0.3%	/	0%	-2
CC(=O)c1cccc(S(=O)(=O)N2CCN(c3nc4cc(C)cc(C)c4cc3C#N)CC2)c1	2%	1%	4%	3%	-2%	?	-0.9%	-2%	-46%	-5
Oc1c(C=Nc2ccc(Cl)cn2)sc2ccccc12	?	17%	0%	16%	-1%	?	0.2%	-3%	-10%	7
CCOC(=O)N1CCC(NC(=O)CC2C(=O)NCCN2Cc2ccccc2F)CC1 (stereo not given)	9%	-4%	8%	-18%	-7%	0%	-0.4%	0%	4%	0
O=C(Oc1cccc(C(=S)N2CCOCC2)c1)c1ccccc1	188%[activator]	-2%	1%	4%	-2%	13%	-0.1%	1%	-3%	1
CCOC(=O)c1nn(-c2ccc(F)cc2)c2nc(Nc3ccccc3)cc(=O)n12	6%	-5%	7%	?	-3%	?	3.7%	7%[46.1 µM]	-29%	0
CCOc1ccc(C(=O)NCC(=O)Nc2ncccc2C)cc1OCC	/	5%	4%	9%	-2%	10%	-0.1%	-4%	-3%	2
COc1ccc(C(=O)N2CCN(c3ccc(C(C)=O)cc3)CC2)cc1S(=O)(=O)N1CCCC1	/	-5%	16%	26%	-6%	12%	0.1%	7%	10%	/
Cc1ccc(OCCOc2cccc3ccc(C)nc23)c([N+](=O)[O-])c1	-19%	-1%	-4%	-10%	-2%	-3%	0.4%	-1%	-8%	5
COc1ccc2c(/C=N/Nc3ccc(C(=O)O)cc3)c[nH]c2c1	6%	15%	-9%	26%	3%	?	3.0%	8%	?	0
Cc1cc(N2CCN(c3ccccc3)CC2)nc(NCc2ccccc2)n1	4%	-23%	-1%	15%	-7%	-12%	0.3%	3%	-19%	-2
Cc1ccc(Nc2nc(N)nc(CN3CCN(C)CC3)n2)cc1C	5%	-18%	2%	/	/	12%	0.0%	/	/	6
CCCN1CCc2c(sc(NC(=O)c3ccc(S(=O)(=O)N(C)c4ccccc4)cc3)c2C(=O)NC)C1	?	?	-6%	-23%	13%	23µM*	-1.3%	2%	-49%	18
CC1(C)CC(=O)C(C=NCC2CCN(C(=S)Nc3cccc(Cl)c3)CC2)=C(O)C1	2%	-1%	0%	26%	-6%	?	-0.1%	1%	-1%	3
COCCOC(=O)C1=C(C)Nc2ncnn2C1c1ccco1 (stereo not given)	-8%	2%	4%	17%	-1%	16%	-0.4%	0%	9%	0
O=C(CC12CC3CC(CC(Br)(C3)C1)C2)NCc1ccccc1	?	0%	17%	5%	1%	0%	-0.8%	-6%	-18%	24
COc1cc(NS(=O)(=O)c2ccc(NC(C)=O)cc2)ncn1	6%	0%	0%	4%	-3%	6%	-0.1%	-1%	-15%	-2
Cc1ccc(NC(=S)N(CCCN2CCN(C)CC2)Cc2cccs2)cc1	0%	-5%	1%	-18%	0%	20%	-0.9%	-4%	4%	-3
CSc1nc(C)cc(OCC#N)n1	0%	15%	/	-2%	-8%	0%	-0.2%	-2%	-1%	-3
CCc1ccc(NC(=S)NNC(=O)c2ccccc2OC(F)F)cc1	8%	?	-1%	/	/	-5%	-0.5%	-6%[46.1 µM]	/	0
Cc1noc(C)c1C(=O)NCCc1ccccc1	-11%	4%	10%	-21%	-6%	?	7.3%	1%	30%	0
COc1ccc(C2Nc3ccccc3C(=O)N2Cc2ccccc2)cc1CSc1ccccn1 (stereo not given)	-3%	-3%	-3%	0%	-1%	-28%	0.0%	5%	-31%	5
Cc1cc(OC(=O)c2cc([N+](=O)[O-])ccc2Cl)c([N+](=O)[O-])c(=O)[nH]1	10%	13%	7%	-13%	-4%	7%	-1.0%	-2%	0%	1
Cc1cccc(NC(=O)C2CCN(S(=O)(=O)c3c(C)nn(C)c3C)CC2)n1	-3%	7%	6%	-11%	-9%	?	0.3%	2%	-32%	-5
Nc1[nH]c2cc([N+](=O)[O-])ccc2c1-c1ccccn1	12%	5%	-2%	?	15%	-14%	-0.7%	2%	-12%	20
COc1cc(/C=C/C(=O)N[C@@H](Cc2c[nH]c3ccccc23)C(=O)O)ccc1O	14%	2%	-17%	-23%	-2%	-1%	-1.2%	4%	-15%	-1
C[C@H](NS(=O)(=O)c1ccc(Cl)cc1)C(=O)OCC(=O)NCCc1ccc(S(N)(=O)=O)cc1	/	/	/	13%	-4%	/	/	-1%	-8%	/
COc1cc(OC)nc(NC(=O)NS(=O)(=O)c2ccc(OC(F)(F)F)cc2)n1	-3%	2%	1%	21%	-7%	8%	0.5%	3%	-3%	0
O=C(c1ccco1)N1CCN(c2c(-c3ccccc3)c3cc(Cl)ccc3[nH]c2=O)CC1	3%	-23%	-3%	-47%[inhibitor]	-6%	?	3.0%	7%	-53%	-3
Clc1ccc(CSc2ncn[nH]2)cc1	5%	17%	-1%	-14%	-4%	7%	-0.8%	-7%	39%	9
Cc1cc2oc(=O)c3c(c2cc1OC(=O)c1ccco1)CCCC3	0%	-4%	-5%	-9%	-3%	?	0.1%	-1%	-22%	?
Cc1ccc2nsnc2c1NC(=O)c1ccc([N+](=O)[O-])cc1	5%	2%	0%	-35%	-12%	16µM*	-0.2%	2%	-22%	-3
O=C1OC(c2ccccc2)=N/C1=C\C=C\c1ccco1	-5%	2%	8%	21%	-9%	8%	-0.4%	-3%	0%	-1
COc1ccc(NC(=O)CSc2nc(O)cc(=O)[nH]2)c(OC)c1	5%	3%	-1%	14%	-4%	11%	-1.1%	7%	6%	1
COc1ccc2c(c1)c(CC(=O)OC(C)C(=O)N(C)C)c(C)n2C(=O)c1ccc(Cl)cc1 (stereo not given)	17%	-5%	-1%	-7%	-4%	-15%	-0.1%	0%	-38%	14
O=c1c2c(n3nnnc3n1Cc1ccccc1)-c1ccccc1CC21CCCC1	-8%	-2%	11%	5%	-4%	-5%	0.1%	-6%	0%	3
Cc1cc(CC(=O)O)n(C)c1C(=O)c1ccc(Cl)cc1	-1%&-5%	-4%	7%	/	3%	4%	0.1%	-1%	6%	-1
COc1ccc(-c2nnc(SCc3cccc(C)c3)n2N)cc1	8%	3%	2%	-14%	-8%	11%	-0.6%	-1%	3%[1.84 µM]	5
O=[N+]([O-])c1ccccc1S(=O)(=O)NCCC1=CCCCC1	-1%	11%	8%	-20%	-1%	1%	0.4%	10%	3%	18
CCOc1ccc2nc(SCC(=O)NNC(=O)c3ccco3)c(C)cc2c1	8%	-4%	4%	?	-5%	?	-0.3%	-8%	-6%	3
COC(=O)CSC1=C(C#N)C(c2cccc(F)c2)CC(=O)N1 (stereo not given)	1%	-8%	0%	-5%	-4%	-6%	3.4%	-3%	-69%	-1
COc1ccc(-c2c(C(C)=O)c(C)nc3sc4c(=O)n(-c5ccc(C)cc5)nnc4c23)cc1	19%	1%	-1%	-6%	-2%	-23%	-1.1%	-3%	-27%	/
CCCCOc1ccc(C(=O)C(CN2CCOCC2)c2ccccc2)cc1 (stereo not given)	-11%	-34%[inhibitor]	11%	-57%[inhibitor]	-3%	?	-0.7%	-3%[46.1 µM]	-110%[inhibitor]	17
Cc1cc(C)n2c(SCC(=O)Nc3ccc(Cl)cn3)nnc2n1	-3%	1%	5%	/	/	13%	-0.1%	/	/	-4
Cc1nnsc1C(=O)NNc1c(Cl)cccc1Cl	-9%	-4%	3%	20%	-2%	2%	-1.0%	1%	-7%	0
Cc1ccc(S(=O)(=O)N2CCN(C(=O)Cn3cnc4c3c(=O)n(C)c(=O)n4C)CC2)cc1C	/	-4%	-4%	-13%	-5%	?	-0.1%	-2%	-27%	2
CC(Sc1ccc(S(=O)(=O)N2CCOCC2)cn1)C(=O)Nc1ccc(Cl)cc1Cl (stereo not given)	/	-12%	1%	-37%	-1%	?	0.2%	/	-19%	16
Cc1ccc(C2=NN(C(=O)CCl)C(c3cccs3)C2)o1 (stereo not given)	-5%	-30%[inhibitor]	0%	-40%	-2%	?	-0.5%	-1%[46.1 µM]	-95%[inhibitor]	6

A different layout for part of the listing above:
smiles | CXXC DNA block | p53 reactivation | AT treatment | Integrin act MD | PTAP TSG101 blk | ELG1 DNA repair | B2AR arrestin | TCR act | BRCA1 expr up | TRPV1 agonist
CCCCOc1ccc(C(=O)C(CN2CCOCC2)c2ccccc2)cc1 (stereo not given) | -11% | -34%[inhibitor] | 11% | -57%[inhibitor] | -3% | ? | -0.7% | -3%[46.1 µM] | -110%[inhibitor] | 17
Cc1cc(C)n2c(SCC(=O)Nc3ccc(Cl)cn3)nnc2n1 | -3% | 1% | 5% | / | / | 13% | -0.1% | / | / | -4
